K1F lysis inhibition: inhibition of K1F phage lysis, E. coli UTI89, bacterial capsule biogenesis inhibitors, alamar blue (AID 488966); E. coli UTI89 K1F phage lysis, alamar blue, 2 h; higher % means a stronger effect; inhibition, % at 100 µM; hits with a dose series show IC50 in µM; 0.02% of 340,000 active;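 active = phage lysis inhibition, versus mean bacterial control, above a set limit; inconclusive = no clear call, values can overlap the other calls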;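 also: capsule biogenesis inhibitors block K1F phage lysis so surviving cells raise fluorescence; higher fluorescence means more inhibition of phage lysis; actives were called in the ten point dose series up to 300 µM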
Large T inhibition: TAg ATPase/helicase activity blockers – biochemical (AID 1903); SV40 large T antigen ATPase/helicase inhibition assay; higher % means a stronger effect; inhibition, % at 20 µM; hits with a dose series show IC50 in µM; 0.39% of 310,000 active; in the data active = a potency from the dose series; inconclusive = inhibition mostly from about 32% at the one dose, without a potency; inactive = the rest, 99 in 100 with inhibition below about 32%; also: strong numbers were not always called active
MgcRacGAP inhibition: MgcRacGAP GTPase-activating activity inhibitors, confirmation, biochemical, ADP Hunter fluorescence; MgcRacGAP-stimulated Rac1 GTP hydrolysis, ADP Hunter fluorescence; higher % means a stronger effect; GST-tagged Rac1 F28L mutant substrate; inhibition, % at 30 µM, or IC50 in µM where a hit was titrated; 0.6% of 340,000 active; AID 624330;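 active = first-screen hits whose inhibition reached a set limit at any dose in the follow-up dose series; inconclusive = inhibition above the set first-screen limit but never retested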;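 also: fluorescence reports GDP produced by GAP-driven GTP hydrolysis; strong numbers were not always called active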
West Nile antiviral: West Nile virus antiviral activity, cell-based, CPE readout (AID 1621); West Nile virus-infected cells, CPE inhibition; higher % means a stronger effect; one-dose CPE inhibition, % at 10 µM; IC50 in µM for titrated hits; 0.02% of 290,000 active; in the data active = a potency from the dose series; inconclusive = CPE inhibition mostly from about 3.7% at the one dose, without a potency; inactive = the rest, 99 in 100 with CPE inhibition below about 2.2%; also: strong numbers were not always called active
AID2073: disruptors of CaV2.2 binding to Mint1 – biochemical, HTRF (AID 2073). HTRF protein-protein interaction, Mint1-CaV2.2; higher % means a stronger effect. inhibition, % at 20 µM, or IC50 in µM where a hit was titrated. 0.19% of 290,000 active; in the data active = inhibition mostly above about 51%, no sharp cut-off; inconclusive = no clear call, values can overlap the other calls; inactive = mostly below about 53%; also: some results filed as inactive read as strong as hits
RSV CPE inhibition: inhibition of RSV-induced cytopathic effect – HEp-2 cells, primary 10 µM value included (AID 2391); HEp-2 cells, RSV-induced CPE inhibition; higher % means a stronger effect; one-dose CPE inhibition, % at 10 µM; IC50 in µM for titrated hits; 0.13% of 310,000 active; in the data active = a potency from the dose series; inconclusive = CPE inhibition mostly from about 23% at the one dose, without a potency; inactive = the rest, 99 in 100 with CPE inhibition below about 21%; also: strong numbers were not always called active
SIAH1 antagonists: Siah-1 peptide-binding antagonists, primary screen, biochemical, fluorescence polarization, rhodamine-plectin, uHTS (AID 1817) | one-dose displacement, % at 20 µM; IC50 in µM for titrated hits | Siah-1 / rhodamine-plectin peptide fluorescence polarization; higher % means a stronger effect | 0.02% of 290,000 active;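 active = displacement of at least 50% at 20 µM, with a fluorescence ratio check between 0.3 and a set limit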;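 also: plate controls were Siah plus tracer with DMSO for no effect and tracer alone without Siah for full effect; strong numbers were not always called active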
Dengue-2 NS5 capping: Dengue-2 NS5 methyltransferase inhibitors, primary screen, biochemical, confirmation dose response (AID 588689); inhibition, % at 25 µM; hits with a dose series show IC50 in µM; 0.3% of 340,000 active; Dengue-2 NS5 methyltransferase capping enzyme assay, biochemical; higher % means a stronger effect; in the data active = a potency from the dose series; inconclusive = inhibition above about 29% without an active follow-up result
NTR1 agonist: agonists of NTR1, primary screen, imaging, U2OS cells, beta-arrestin-GFP, high content (AID 493036) | activation, % at 20 µM | NTR1-U2OS beta-arrestin-GFP spot imaging, agonist mode | 0.17% of 330,000 active;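 active = activation at or above 40% of the spot to cytoplasm intensity ratio, with at least 20 cells analyzed; inconclusive = wells under 20 cells, flagged as cytotoxic or low count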;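 also: 0% = DMSO without peptide and 100% = 100 nM NTR1 peptide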
Target sequence (P30989 whole entry, looked up): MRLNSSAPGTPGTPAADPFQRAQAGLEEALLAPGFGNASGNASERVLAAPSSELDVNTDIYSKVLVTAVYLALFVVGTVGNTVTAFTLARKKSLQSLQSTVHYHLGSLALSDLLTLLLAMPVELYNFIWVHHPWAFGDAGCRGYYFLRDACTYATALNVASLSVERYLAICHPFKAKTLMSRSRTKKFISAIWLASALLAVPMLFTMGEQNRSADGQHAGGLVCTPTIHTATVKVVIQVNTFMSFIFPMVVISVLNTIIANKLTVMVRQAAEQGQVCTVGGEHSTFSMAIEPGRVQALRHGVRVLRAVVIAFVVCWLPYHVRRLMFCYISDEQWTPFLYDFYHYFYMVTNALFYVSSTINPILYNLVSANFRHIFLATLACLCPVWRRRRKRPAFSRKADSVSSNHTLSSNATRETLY
NTR1 agonist cell count 20 µM: also measured in NTR1 agonist; calls as there; cell count; measured here: cell count, cytotoxicity flag
Dengue-2 NS5 capping pilot replicate: second read-out of Dengue-2 NS5 capping, no call of its own (marks repeat the call); inhibition, %; measured here: pilot screen replicate inhibition
* hit, by the source's call; ? = inconclusive; nt = not tested or not shown; [ ] = another dose, or the depositor's remark.

SMILES	K1F lysis inhibition	Large T inhibition	MgcRacGAP inhibition	West Nile antiviral	AID2073	RSV CPE inhibition	SIAH1 antagonists	Dengue-2 NS5 capping	NTR1 agonist	NTR1 agonist cell count 20 µM	others
C=CCn1c(COc2ccccc2F)nnc1SCC(=O)c1c[nH]c2ccccc12	-0.1%	5%	-5%	-1.7%	3%	2.6%	-3%	0%	2.7	59
Cn1c(Cn2nnc3ccccc32)nnc1SCC(=O)N1c2ccccc2CCc2ccccc21	2.5%	20%	12%	-0.9%	-6%	0.7%	6%	-1%	0.8	41
CC(C)(C)C(=O)CN1C2=NCCN2c2ccccc21	0.0%	nt	1%	-0.1%	3%	0.2%	5%	-3%	-0.1	91
O=c1c([N+](=O)[O-])cccn1Cc1cccc(Br)c1	-0.6%[50 µM]	4%	11%	-0.4%	21%	3.2%	4%	-3%	1.8	54
O=C(Oc1cccnc1)c1ccccc1[N+](=O)[O-]	0.2%	8%	12%	-0.1%	2%	2.9%	11%	-4%	-0.4	89
Cn1cc([N+](=O)[O-])c(C(=O)NCc2ccco2)n1	0.3%	12%	-1%	0.6%	-2%	-0.4%	1%	-1%	0.7	59
O=C(O)c1ccccc1OCc1ccccc1Br	0.3%	-4%	0%	0.0%	5%	3.4%	5%	-5%	-0.4	51
Cc1c(-c2ccccc2Cl)nc2ccccc2c1C(=O)O	0.2%	5%	0%	-0.4%	10%	1.5%	6%	-7%	1.0	82
Cc1ccc(C)c(C(C)NC(=O)C2CCCC2)c1 (stereo unspecified)	0.1%	-1%	4%	-0.4%	11%	0.4%	-3%	-3%	-1.2	59
CC(=O)c1ccc(N2CCN(C(=O)c3cc(-c4ccncc4)nc4ccc(Br)cc34)CC2)cc1	-0.3%	21%	3%	0.4%	43%	6.5%	-4%	3%	3.4	61

Pulled by compound from the entries so far, 4 records:
SMILES	K1F lysis inhibition	Large T inhibition	MgcRacGAP inhibition	West Nile antiviral	AID2073	RSV CPE inhibition	SIAH1 antagonists	Dengue-2 NS5 capping	NTR1 agonist	NTR1 agonist cell count 20 µM	others
O=C(O)c1ccccc1OCc1ccccc1Br	0.3%	-4%	0%	0.0%	5%	3.4%	5%	-5%	-0.4	51
O=C(Oc1cccnc1)c1ccccc1[N+](=O)[O-]	0.2%	8%	12%	-0.1%	2%	2.9%	11%	-4%	-0.4	89
CC(C)(C)C(=O)CN1C2=NCCN2c2ccccc21	0.0%	nt	1%	-0.1%	3%	0.2%	5%	-3%	-0.1	91
C=CCn1c(COc2ccccc2F)nnc1SCC(=O)c1c[nH]c2ccccc12	-0.1%	5%	-5%	-1.7%	3%	2.6%	-3%	0%	2.7	59

(list continues)
SMILES	K1F lysis inhibition	Large T inhibition	MgcRacGAP inhibition	West Nile antiviral	AID2073	RSV CPE inhibition	SIAH1 antagonists	Dengue-2 NS5 capping	NTR1 agonist	NTR1 agonist cell count 20 µM	others
O=C(NCCS(=O)(=O)N1CCN(c2cccc(Cl)c2)CC1)C1CC1	1.3%[50 µM]	12%	6%	nt	nt	-1.7%	nt	-3%	-1.1	62
CCn1cc(CNC(=O)c2cc(COc3ccc(F)cc3Cl)on2)cn1	3.8%	17%	12%	-1.7%	-5%	6.2%	6%	-5%	0.1	82
Cc1nc(SCC(=O)NC(C)(C)C)c2c(-c3cccs3)csc2n1	0.8%	11%	4%	-1.6%	4%	16%	-2%	-10%	12	74
O=C(CN1CCCCCC1)Nc1ccc(F)c(F)c1F	1.1%	nt	10%	-0.1%	-5%	-1.1%	4%	3%	-4.8	77	Dengue-2 NS5 capping pilot replicate=-0.9
C[C@@]12CCC3[C@@](CC[C@@H]4[C@](C)(C(=O)O)CCC[C@@]34C)(C[C@H]1O)C2 (stereo partly specified)	0.1%	7%	8%	1.4%	9%	1.5%	6%	-4%	2.1	84
O=C(CNC(=O)c1cccc(N2C(=O)c3ccccc3C2=O)c1)Nc1ccc(F)c(F)c1	0.7%[50 µM]	nt	3%	nt	nt	0.8%	nt	5%	-2.6	56
CC1(c2ccc3ccccc3c2)NC(=O)N(CC(=O)N2CCC(C(N)=O)CC2)C1=O (stereo unspecified)	1.1%[50 µM]	19%	-3%	nt	nt	-0.9%	nt	-4%	-0.6	53
COc1cccc(OCc2cc(C(=O)NCc3cnc4ccccn34)no2)c1	4.5%	5%	3%	-0.2%	4%	1.4%	-4%	-8%	0.3	73
O=C(Nc1ccc2c(c1)OCO2)Nc1ccccc1F	2.5%[50 µM]	17%	6%	-0.4%	4%	0.0%	8%	-7%	0.8	42
Cc1ccc(N2CCN(C(=O)NC3CCCCC3)CC2)c(C)c1	2.2%	-3%	-14%	-1.1%	10%	2.7%	-4%	-9%	0.4	40
CS(=O)(=O)N1N=C(c2ccco2)CC1c1cccc([N+](=O)[O-])c1 (stereo unspecified)	0.3%	6%	8%	0.3%	20%	1.6%	-2%	-2%	5.4	44
COc1ccc(Br)cc1CNc1ccc2[nH]c(=O)[nH]c2c1	-0.3%	-3%	30%	-1.9%	4%	3.5%	-3%	-1%	0.0	108
Cc1[nH]c2ccccc2c1C(c1ccncc1)N1CCN(c2ccc(F)cc2)CC1 (stereo unspecified)	2.1%	-2%	4%	-1.3%	-3%	1.9%	-8%	-3%	29	52
COc1ccc(CCNC(=O)CCc2ccc(S(=O)(=O)NCC(C)C)cc2)cc1OC	-0.1%	9%	-7%	-0.9%	-16%	-0.2%	1%	2%	-0.1	43
CC1(C)Cc2c(sc(/N=C/N3CCCCCC3)c2C#N)C(C)(C)N1	0.3%	10%	-4%	-0.4%	-6%	1.2%	nt	4%	-0.9	79
CC(C)CC(=O)N(Cc1ccc(F)cc1)C1CCS(=O)(=O)C1 (stereo unspecified)	0.0%	8%	6%	-0.3%	-4%	0.2%	0%	-4%	-1.7	95
CCn1c(SCC(=O)Nc2ccc(C(=O)OC)cc2)nnc1-c1cccs1	-0.1%	3%	4%	-0.3%	-7%	1.8%	4%	3%	2.7	40
CCOC(=O)Nc1ccc(OC)cc1S(=O)(=O)N1CCCCC1	-0.3%	15%	9%	-0.1%	-4%	-2.1%	-2%	-2%	-0.3	46
Cc1nc(SCC(=O)NC2CCS(=O)(=O)C2)c2c3c(sc2n1)CCCC3 (stereo unspecified)	0.3%[50 µM]	nt	8%	nt	nt	nt	nt	-5%	0.9	63
COc1ccccc1NC(=O)N(Cc1ccc2c(c1)OCO2)Cc1nc2ccccc2c(=O)[nH]1	3.2%	4%	8%	0.7%	8%	0.9%	5%	-4%	1.4	67
Fc1ccc(NC(=S)N2CCN(c3cccc(C(F)(F)F)c3)CC2)cc1	1.8%	8%	2%	-1.6%	-13%	2.3%	8%	-7%	0.7	52
O=C(/C=C/c1ccccc1[N+](=O)[O-])c1ccc(F)cc1	0.3%	2%	0%	?	-1%	-0.2%	4%	-13%	19	53
O=C(NCCN1CCOCC1)c1cc(-c2ccc(Cl)s2)nc2ccccc12	0.3%	3%	4%	-0.9%	20%	-0.1%	2%	-5%	-1.0	36
O=C(NCC1CCCO1)C(C(=O)c1ccccc1)n1cc(Cl)ccc1=O (stereo unspecified)	8.5%	7%	0%	0.2%	0%	0.3%	1%	-3%	-1.2	71
Cc1cccc(OC(C)C(=O)OCC(=O)Nc2sccc2C(N)=O)c1 (stereo unspecified)	1.1%[50 µM]	nt	3%	nt	nt	1.3%	nt	31%	-2.1	53
CCOC(=O)c1cccc(NC(=O)CCS(=O)(=O)c2cccs2)c1	0.0%	1%	4%	0.1%	8%	1.2%	6%	-9%	0.6	69
COc1ccc(NC(=O)Cn2c(=O)oc3ccccc32)cc1	0.1%	13%	10%	0.3%	10%	2.7%	-2%	-1%	1.2	63
C=CCn1c(SCC(=O)NCCc2ccccc2)nnc1C1CC1	0.8%[50 µM]	19%	1%	nt	nt	1.1%	nt	-4%	0.9	71
COCc1[nH][nH]c(=O)c1C=Nc1ccc(Oc2ccccc2)cc1	-0.7%	30%	8%	0.3%	7%	0.2%	0%	-5%	2.9	58
Cc1nn(-c2ccccc2)c(=O)c2noc(C)c12	0.6%	5%	6%	0.6%	11%	2.9%	3%	-9%	1.8	43
COC(=O)C(Cc1c[nH]c2ccccc12)NC(=O)C(C)C (stereo unspecified)	-0.4%	7%	1%	0.1%	-2%	1.7%	5%	4%	-0.1	55
COc1ccc(Cl)cc1C(=O)Nn1c(-c2cccs2)nc2ccccc2c1=O	0.3%	7%	11%	-1.2%	6%	1.4%	-4%	-9%	-2.0	84
COc1ccc(CCNC(=O)C(CCC(N)=O)NS(=O)(=O)c2ccc(Cl)cc2)cc1OC (stereo unspecified)	0.2%	3%	2%	-0.1%	?	4.7%	0%	-5%	-0.2	89
O=C(O)c1cccnc1Sc1ncnc2sc3c(c12)CCC3	1.5%[50 µM]	8%	18%	0.1%	11%	0.9%	-8%	-8%	0.2	50
Cc1cccc(C(=O)Oc2cccc3c(O)cccc23)c1	-2.1%	11%	26%	1.1%	-6%	2.5%	1%	-1%	0.8	52
COc1cccc2cc(-c3nnc(SCC(=O)NCCc4ccccc4)n3C)oc12	-1.1%	15%	1%	-0.8%	11%	0.7%	-2%	2%	0.9	63
O=C(NCCOC(=O)c1ccccc1C(=O)OCCNC(=O)c1cccnc1)c1cccnc1	0.7%	6%	6%	0.0%	5%	0.2%	0%	-1%	0.4	68	Dengue-2 NS5 capping pilot replicate=5.5
CC(C)C(=O)N1CCN(CCN2C(=O)c3cccc4cccc(c34)C2=O)CC1	0.2%	nt	13%	0.0%	-2%	nt	8%	-7%	1.1	89
CCOC(=O)c1c(NC(=O)CN2CCOCC2)sc2c1CC(C)(C)OC2	1.8%	12%	7%	1.1%	-10%	2.1%	-6%	-2%	1.4	105
CCCCc1nc2ccccc2n1CC(=O)NN	-0.4%	16%	3%	-0.2%	0%	1.5%	4%	4%	0.1	56
NC(=O)[C@@H]1CCOc2c(F)cc([N+](=O)[O-])cc2C(=O)N[C@@H](CO)C(=O)NCC(=O)N1	-5.8%	7%	8%	-0.2%	1%	1.2%	8%	6%	2.0	86
CCn1cc(CN2N=C(C)CC2c2ccccc2)c(C)n1 (stereo unspecified)	-0.1%	8%	6%	-0.4%	-2%	1.7%	-2%	-12%	0.0	89
CC(=O)c1cccc(NC(=O)COc2nsnc2N2CCOCC2)c1	-3.0%	29%	0%	0.1%	18%	0.6%	2%	-6%	0.0	84
Cc1ccc(/C=C2/C(=O)ON=C2c2ccccc2)o1	0.0%	?	37µM*	0.0%	11%	2.0%	15%	19%	6.9	52
Cc1ccc(SCCC(=O)N(C)CC(=O)Nc2c(C)cccc2C)cc1	1.2%[50 µM]	9%	8%	-0.3%	1%	0.3%	-3%	3%	-0.7	67
